mIDH1 inhibitor = inhibitors of human mutant IDH1 R132H. AID 602179. 390,000 compounds, 0.093% hits. O75874. Potency, µM (titrated, usually from 76.6 µM), without a hit: top-dose activity change, negative = inhibition, most hits filed as inhibitors. IDH1-R132H enzyme, NADPH consumption, diaphorase/resazurin fluorescence; further: on the % scale 0 is the no-effect control and ±100 the full control effect; nearly all actives have a fitted effect of over 65% in size
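IDH1-R132H (0.5 ug/mL dispensed) in pH 7.5 Tris buffer was preincubated 30 min with compound, then given a substrate mix of 0.016 mM NADPH and 2 mM alpha-KG for 80 min at room temperature; remaining NADPH was read by diaphorase/resazurin fluorescence.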
Vif-A3G inh = Vif-A3G binding inhibition | HeLa A3G-eYFP + Vif (tagged APOBEC3G with the HIV-1 protein that degrades it), YFP fluorescence, overnight | Potency, µM (highest dose often 46.1 µM), without a hit: top-dose activity, negative = active, hits mostly inhibitors | 410,000 compounds, 0.076% hits | AID 602310;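 further: on the % scale 0 is the no-effect control and ±100 the full control effect; nearly all actives have a fitted effect of over 60% in size; hits raise eYFP signal because A3G escapes Vif-driven loss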
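HeLa cells stably expressing Vif and C-terminally eYFP-tagged A3G, seeded overnight at 37 deg C, then exposed to compound by pintool overnight at 37 deg C. Rise in yellow fluorescence (Ex 488/Em 500-530, Acumen) marks blocked Vif-driven A3G degradation.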
rTrxR1 inhibitor = rat TrxR1 inhibition; O89049; recombinant rTrxR1, NADPH fluorescence consumption, selenite substrate; Potency, µM (top dose mostly 114 µM), inactives show top-dose activity change, negative = inhibition, hits mostly inhibitors; 390,000 compounds, 1% hits; further: on the % scale 0 is the no-effect control and ±100 the full control effect; nearly all actives have a fitted effect of over 65% in size
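Rat TrxR1 (90 nM in the dispensed reagent) was pre-reduced with 400 uM NADPH for 5 min at room temperature, then incubated with compound for 15 min. After 400 uM selenite was added, NADPH fluorescence (Ex 340/Em 450 nm) was followed for 8 min.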
RXFP1 ag = activates the human relaxin receptor RXFP1 | HEK293T-RXFP1 cAMP TR-FRET, 30 min; response scale: percent of porcine relaxin response, buffer zero | Potency, µM (titrated, usually from 57.5 µM), for the others: at the highest dose activation, actives largely listed as activators | AID 2676 | Q9HBX9 | 370,000 compounds, 0.3% hits; further: on the % scale 0 is the no-effect control and ±100 the full control effect; nearly all actives have a fitted effect of over 60% in size; many of its hits are not listed in these tables
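cAMP rise read by TR-FRET after 30 min, 37C compound exposure (up to 58 uM) in RXFP1-transfected HEK293 cells with Ro 20174 present. EC50 from Hill-equation fits, with 29 nM porcine relaxin as 100% and buffer as basal.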
USP1-UAF1 inh = USP1/UAF1 (human) deubiquitinase inhibition; O94782; recombinant USP1/UAF1, Ub-Rhodamine cleavage fluorescence; Potency, µM (doses to about 57.1 µM), for inactives: at the highest dose activity change, negative = inhibition, most hits filed as inhibitors; 390,000 compounds, 0.23% hits; AID 743255; further: on the % scale 0 is the no-effect control and ±100 the full control effect; nearly all actives have a fitted effect of over 60% in size; inactives centre near -12
Target sequence (O94782 whole entry, looked up): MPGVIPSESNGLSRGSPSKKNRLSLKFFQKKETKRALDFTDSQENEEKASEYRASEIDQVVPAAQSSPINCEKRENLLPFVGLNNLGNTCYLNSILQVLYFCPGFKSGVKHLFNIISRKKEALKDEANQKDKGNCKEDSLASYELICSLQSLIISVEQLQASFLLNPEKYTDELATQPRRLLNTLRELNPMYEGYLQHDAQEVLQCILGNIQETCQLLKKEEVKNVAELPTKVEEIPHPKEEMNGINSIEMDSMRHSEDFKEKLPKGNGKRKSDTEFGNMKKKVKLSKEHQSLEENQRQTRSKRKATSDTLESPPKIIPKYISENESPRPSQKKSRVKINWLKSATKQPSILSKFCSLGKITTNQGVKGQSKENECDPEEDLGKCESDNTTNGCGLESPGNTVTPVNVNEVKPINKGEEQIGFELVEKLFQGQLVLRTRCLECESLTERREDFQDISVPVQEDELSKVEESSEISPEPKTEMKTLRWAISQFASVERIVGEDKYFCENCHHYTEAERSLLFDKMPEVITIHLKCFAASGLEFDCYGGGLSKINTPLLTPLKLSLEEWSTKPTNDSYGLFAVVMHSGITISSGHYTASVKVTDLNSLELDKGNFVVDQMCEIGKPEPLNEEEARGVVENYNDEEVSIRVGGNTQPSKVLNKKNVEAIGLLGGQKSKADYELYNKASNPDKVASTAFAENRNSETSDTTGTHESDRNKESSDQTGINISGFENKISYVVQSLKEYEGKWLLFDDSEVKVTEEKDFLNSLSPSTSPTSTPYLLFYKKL
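High-throughput fluorogenic screen: 1nM USP1/UAF1 complex, Ub-Rho substrate 150nM final, 50mM HEPES pH 7.8 with 0.5mM EDTA, 0.1 mg/ml BSA, 1mM TCEP and 0.01% Tween-20.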
ALOX12 inh = ALOX12 (human) lipoxygenase inhibition; purified 12hLO, xylenol orange hydroperoxide absorbance; Potency, µM (top dose mostly 108 µM), for the others: at the top dose activity change, negative = inhibition, actives largely listed as inhibitors; AID 1671190; 580,000 compounds, 1.1% hits; further: on the % scale 0 is the no-effect control and ±100 the full control effect
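Purified human 12hLO (150 nM final) in 25 mM Hepes, 0.01% Triton X-100, pH 7.0 was preincubated 15 min at room temperature with compound. Then 40 uM arachidonic acid was added, 30 min. Hydroperoxide was read by Fe-XO absorbance ratio 573/405 nm.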
Vif-A3F inh = blocks the Vif interaction with APOBEC3F. HeLa A3F-eYFP + Vif (tagged APOBEC3F with the HIV-1 protein that degrades it), YFP fluorescence increase. 390,000 compounds, 0.2% hits. Potency, µM (doses to about 46.1 µM), for the others: top-dose activity, negative = active; further: % of control where 0% means no effect; nearly all actives have a fitted effect of over 65% in size
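Fluorescence increase (Ex 488/Em 500-530) after overnight compound treatment at 37 deg C flags inhibition of Vif-driven A3F-eYFP loss in stable HeLa A3F-eYFP/Vif cells seeded overnight beforehand.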
TrxR1 substrate = rat thioredoxin reductase 1 substrate activity | AID 588456 | purified TrxR1 substrate turnover, NADPH consumption readout | Potency, µM (top dose mostly 114 µM), for the others: top-dose activity change, negative = substrate turnover | O89049 | 390,000 compounds, 0.01% hits; further: on the % scale 0 is the no-effect control and ±100 the full control effect; nearly all actives have a fitted effect of over 50% in size
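Rat TrxR1, dispensed at 90 nM, was prereduced with 400 uM NADPH (final) for 5 min at ~22 deg C, then incubated with compound 15 min before 400 uM selenite. A first-read NADPH fluorescence drop versus no-compound background flagged substrates.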
RGS4 inh = inhibitors of human regulator of G protein signaling 4; P49798; Transcreener GDP fluorescence polarization, RGS4-accelerated GTP hydrolysis; Potency, µM (highest dose often 114 µM), for inactives: top-dose activity change, negative = inhibition, most hits filed as inhibitors; 390,000 compounds, 0.039% hits; further: on the % scale 0 is the no-effect control and ±100 the full control effect; nearly all actives have a fitted effect of over 75% in size; some results filed as inactive show a strong effect at the top dose
Target sequence (P49798 whole entry, looked up): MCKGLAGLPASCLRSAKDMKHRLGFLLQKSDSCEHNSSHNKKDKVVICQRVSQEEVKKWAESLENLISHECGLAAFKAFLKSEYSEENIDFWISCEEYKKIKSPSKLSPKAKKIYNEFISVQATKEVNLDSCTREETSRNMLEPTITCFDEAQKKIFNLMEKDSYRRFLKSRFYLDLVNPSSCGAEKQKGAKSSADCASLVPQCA
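MLSMR compounds (23 nl, pin-transferred) preincubated 10 min at room temperature with a 500nM (2x) first reagent, then RGS4 at 900nM (2x) plus Transcreener GDP mix added; fluorescence polarization (620/688 nm) read before and after 90 min at 30 °C.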
* marks the source's active call; other numbers are inactive results; ? = inconclusive; / = no result given; & = joins results of further samples; [ ] = dose if it differs, or a comment. The call rests on the fitted dose curve; in most records, active means well fitted curve in the direction sought with a large enough effect; inconclusive means small, poorly fitted or top-dose-only effect, or another doubt; inactive means no such curve, though single readings can be large; an effect the other way counts as inactive or inconclusive. Potency means the concentration at half of the fitted maximal effect.

SMILES	mIDH1 inhibitor	Vif-A3G inh	rTrxR1 inhibitor	RXFP1 ag	USP1-UAF1 inh	ALOX12 inh	Vif-A3F inh	TrxR1 substrate	RGS4 inh
CCOc1ccc(C(=O)CCC(=O)N2CCN(c3ccc(O)cc3)CC2)cc1	-1%	1%	40%[activator]	/	-2%	?	-10%	12%	7%
O=C1c2ccccc2S(=O)(=O)c2cc(-c3nn[nH]n3)ccc21	-8%	-1%	/	/	?	-12%	0%	/	/
Cc1ccc2c(c1)N(CC(=O)Nc1ccccc1C(F)(F)F)C(=O)c1cccnc1O2	14%	-2%	0%	0.2%	-26%	-25%	0%	0%	-46%
C=CCN(CC=C)C(=S)NC(=O)c1ccc(OC)cc1	-3%	1%	-29%[57.1 µM]	-1.4%	-3%	-17%	?	3%[57.1 µM]	-38%
COc1cc(S(=O)(=O)NC2CCCCC2)c(C)cc1C	7%	0%	21%	-1.6%	?	0%	4%	5%	4%
CCC(C)[C@H](NC(=O)NCc1ccccc1)C(=O)O (stereo partly drawn)	2%	-3%	1%	-0.5%	1%	-27%&-38%	1%	6%[57.1 µM]	-12%
COCCNC(=O)CCn1nc(-c2ccc(C)cc2)c2ccccc2c1=O	5%	-2%	16%	1.8%	-25%	2%&-44%	8%	1%	-21%
Cc1ccc(CCN2CC(C(=O)NCc3ccco3)CC2=O)cc1 (stereo not drawn)	-1%	2%	-23%	-0.9%	-9%	9%	/	-1%	-30%
CCN(C(=O)Cc1ccc(NC2=NC3CS(=O)(=O)CC3S2)cc1)c1ccccc1 (stereo not drawn)	1%	2%	12%	2.5%	1%	-2%	-3%	5%	-3%
COc1ccc(CN2CCC(N3CC(C)OC(C)C3)CC2)c(OC)c1 (stereo not drawn)	-6%	2%	-7%[57.1 µM]	-1.4%	-1%	?	8%	-3%[57.1 µM]	12%
S=C(NCC1CCCO1)Nc1ccccc1Cl (stereo not drawn)	1%	-2%	-3%	-1.2%	-9%	-21%	-16%	1%	23%
O=C1CCCc2nc(N3CCc4ccccc43)ncc21	4%	-16%	31%[activator]	5.8%	4%	-3%	-11%	35%[activator]	9%

Ordered by value in mIDH1 inhibitor (low to high): some entries from above
| SMILES | mIDH1 inhibitor | rTrxR1 inhibitor | RXFP1 ag | USP1-UAF1 inh | ALOX12 inh | TrxR1 substrate | RGS4 inh |
| --- | --- | --- | --- | --- | --- | --- | --- |
| COc1ccc(CN2CCC(N3CC(C)OC(C)C3)CC2)c(OC)c1 (stereo not drawn) | -6% | -7%[57.1 µM] | -1.4% | -1% | ? | -3%[57.1 µM] | 12% |
| S=C(NCC1CCCO1)Nc1ccccc1Cl (stereo not drawn) | 1% | -3% | -1.2% | -9% | -21% | 1% | 23% |
| Cc1ccc2c(c1)N(CC(=O)Nc1ccccc1C(F)(F)F)C(=O)c1cccnc1O2 | 14% | 0% | 0.2% | -26% | -25% | 0% | -46% |

Following part
SMILES	mIDH1 inhibitor	Vif-A3G inh	rTrxR1 inhibitor	RXFP1 ag	USP1-UAF1 inh	ALOX12 inh	Vif-A3F inh	TrxR1 substrate	RGS4 inh
COC1=C/C(=C/c2c(N)n3nc(CC(=O)N4CCCCC4)sc3nc2=O)C=CC1=O	7%	-13%	?	-2.2%	-22%	/	-29%	-12%	-4%
O=C(CSc1ccccc1C(=O)O)NC12CC3CC(CC(C3)C1)C2	-1%	-4%	30%[57.1 µM]	-0.5%	-20%	0%	-1%	9%[57.1 µM]	-3%[56.9 µM]
CCOc1ccc2[nH]c3c(N4CCC5(CC4)OCCO5)ncnc3c2c1	11%	?	2%[57.1 µM]	24%	-15%	6%	1%	25%[57.1 µM]	-4%
CC(CCO)Nc1nc2c([nH]1)c(=O)n(C)c(=O)n2C (stereo not drawn)	0%	0%	-15%	0.4%	0%	-16%	-10%	-2%	22%
CCCCCOc1ccc(CSc2n[nH]c(C)n2)cc1	-4%	2%	18%[57.1 µM]	0.6%	-4%	7%	12%	0%[57.1 µM]	?
CCN(C1CCS(=O)(=O)C1)S(=O)(=O)c1ccc2ccccc2c1 (stereo not drawn)	-5%	-2%	22%[57.1 µM]	0.7%	-19%	2%	1%	7%[57.1 µM]	10%
COc1ccc(N(CC(=O)NCCc2ccccc2)C(=O)c2csnn2)cc1	0%	1%	-6%[57.1 µM]	1.7%	0%	-21%	5%	-3%[57.1 µM]	22%
COc1ccc(NC(=O)CN(C)CC(=O)Nc2cccc(F)c2)cc1S(=O)(=O)N1CCCCC1	1%	1%	6%	/	-9%	-20%	0%	1%	?
COc1ccc(CN2C(=O)NC3(CCCc4ccccc43)C2=O)cc1F (stereo not drawn)	2%	3%	26%[57.1 µM]	0.1%	?	-19%	8%	5%[57.1 µM]	-14%
COc1cc(CNCCc2ccccc2F)ccc1OCc1ccc(Cl)nc1	-4%	1%	2%	0.8%	-2%	15%	-9%	1%	-11%
CCC(=O)c1ccc(OCc2ccc(C(=O)c3ccccc3)cc2)cc1	-1%	-1%	6%[57.1 µM]	-0.3%	-14%	-4%	2%	-6%[57.1 µM]	-11%
CC1=C(C(=O)NC2CCCC(C)C2C)C2(CCCCC2)OC1=O (stereo not drawn)	0%	1%	1%	2.3%	-1%	22%	-7%	-5%	-25%
Cc1nn(-c2ccccc2)c(OC(=O)C(C)C)c1Sc1ccccc1	-13%	8%	51%[activator]	-2.4%	-21%	?	-1%	-4%	?
O=C(Nc1ccccc1F)C(c1ccccc1)c1ccccc1	4%	-9%	5%[57.1 µM]	/	2%	0%	-4%	-20%[57.1 µM]	-8%
COc1ccc(NC2CCCN(C(=O)c3c(C)noc3C)C2)cc1 (stereo not drawn)	-3%	2%	?	0.5%	-7%	215%[activator]	-3%	-13%	4%
COc1ccc(NC(=O)c2cc(C(=O)Nc3ccc(OC)cc3OC)cc([N+](=O)[O-])c2)c(OC)c1	11%	-5%	18%	-0.3%	-10%	6%	1%	-2%	-6%
CCN(CC)c1ccc(/C=c2\sc3nc4ccccc4n3c2=O)c(O)c1	-2%	?	-10%	14%	-29%	-26%	?	-5%	?
Cc1ccc(Cl)cc1N1CCN(C(=O)CCS(=O)(=O)c2ccc3c(c2)oc(=O)n3C)CC1	10%	0%	-7%	-3.5%	?	-7%	0%	-9%	-22%
CC(C)c1nnc(NC(=O)Cc2ccc(Br)cc2)s1	-3%	-3%	10%	-1.1%	-16%	10%	4%	-1%	-15%
O/N=C/c1cc(Br)ccc1OCc1ccccc1F	-1%	-6%	10%	/	-22%	0%[57.4 µM]	-26%	-6%	-24%
CCOC(=O)C1=C(CNCCc2ccc(Cl)cc2)NC(=O)NC1c1cccc([N+](=O)[O-])c1 (stereo not drawn)	0%	-2%	4%	2.1%	-13%	-10%	12%	-2%	-23%
Cc1ccc(C)c(N2CCN(c3nc4ccccc4n4c(C)nnc34)CC2)c1	-1%	0%	-15%	3.0%	-31%	-20%	1%	-17%	1%
Cc1ccc(-n2nnc3c(=O)n(Cc4cccc(C)c4)cnc32)cc1	0%	0%	-13%[57.1 µM]	1.7%	10%	9%	2%	-6%[57.1 µM]	-24%
Nc1nc2ccccc2n1C(=O)c1ccccc1	15%	-12%	15%	1.2%	-15%	14%	-1%	-1%	-17%
CCOC(=O)C(=CNc1ccccc1Cl)C(=O)OCC	7%	-3%	3%	-3.9%	-3%	3%	-6%	-7%	-5%
COc1cc(OC)cc(C(=O)Nc2cccc3ccccc23)c1	5%	0%	14%	9.0%	-21%	-2%	2%	5%	12%
CCOc1ccccc1NC(=O)c1sc2nc(-c3ccc(OC)cc3)ccc2c1N	-7%	0%	-4%	?	-4%	-18%	-21%	-2%	8%
Cc1c(NC(=O)/C(C#N)=C\c2cccs2)c(=O)n(-c2ccccc2)n1C	3%	2%	?	-0.3%	-15%	-7%	-3%	?	-4%
CCS(=O)(=O)Nc1cccc(C2=NN(C(=O)c3ccco3)C(c3ccco3)C2)c1 (stereo not drawn)	-9%	?	?	2.8%	-14%	?	0%	-5%	-14%
O=C(Cn1cnc2ccccc21)Nc1cccc(S(=O)(=O)N2CCCC2)c1	-10%	-1%	-1%	-1.2%	-1%	/	3%	-2%	-3%
C[C@@H]1CN([C@H](C)CO)C(=O)c2c(c3ccccc3n2C)-c2ccccc2CO[C@@H]1CN(C)C(=O)Nc1ccc2c(c1)OCO2	1%	-7%	/	/	-15%	0%	1%	/	/

Compound profiles, as listed above. Order of screens: mIDH1 inhibitor	Vif-A3G inh	rTrxR1 inhibitor	RXFP1 ag	USP1-UAF1 inh	ALOX12 inh	Vif-A3F inh	TrxR1 substrate	RGS4 inh
CCOc1ccccc1NC(=O)c1sc2nc(-c3ccc(OC)cc3)ccc2c1N is entered as -7%	0%	-4%	?	-4%	-18%	-21%	-2%	8%
COc1cc(OC)cc(C(=O)Nc2cccc3ccccc23)c1 is entered as 5%	0%	14%	9.0%	-21%	-2%	2%	5%	12%
CCOC(=O)C(=CNc1ccccc1Cl)C(=O)OCC is entered as 7%	-3%	3%	-3.9%	-3%	3%	-6%	-7%	-5%
O=C(Cn1cnc2ccccc21)Nc1cccc(S(=O)(=O)N2CCCC2)c1 is entered as -10%	-1%	-1%	-1.2%	-1%	/	3%	-2%	-3%
CCS(=O)(=O)Nc1cccc(C2=NN(C(=O)c3ccco3)C(c3ccco3)C2)c1 (stereo not drawn) is entered as -9%	?	?	2.8%	-14%	?	0%	-5%	-14%

Screening data: PubChem, National Center for Advancing Translational Sciences (NCATS)

These rows are one share of the data. The share of hits here may be higher or lower than overall.
